# Screening results (PubChem)
# E coli WT exp: growth inhibitors of wild-type E. coli, primary screen, strain BW25113, expanded library, OD600 | OD600 absorbance | growth inhibition, % at 100 µM | actives 0.15% (n = 98,000);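 active = growth inhibition above about 50% at one test dose, limit read from the data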;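 note: growth measured after 20 h incubation at 37 °C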
# PLAP activator: PLAP enzyme activators, biochemical, luminescence, HTS | purified PLAP enzyme, luminescent substrate read-out; active compounds read high | activation fold at 20 µM | actives 1.2% (n = 96,000); in the data active = activation fold above about 2
# PostGolgi yeast: phenotypic screen on post-Golgi transport, primary screen | post-Golgi transport phenotypic cell assay | inhibition, % at 10 µM | actives 0.9% (n = 98,000) | AID 739, 2007; in the data active = inhibition above about 30%;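 note: yeast cells grown in 1536-well plates; yeast grown about 18 h at 30C before absorbance read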
# CYP2C19 inh: blockers of cytochrome P450 2C19 activity – biochemical, luminescence, ADME assay, primary screen; inhibition, % at 5 µM; actives 21% (n = 96,000); P33261; CYP2C19 Supersomes, luciferin-H EGE luminescence, 30 min;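 active = CYP2C19 inhibition above a set limit at 5 µM in the primary screen, cut at about 50% in these data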;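 note: plate controls were negative control wells for no effect and 2.5 mM tranylcypromine positive control for full effect; values of inactives mirror those of a sister screen read the other way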
# Pyk2 oligo antag: antagonists of Pyk2 self-association, primary screen, Q293 cells, FERM NanoBiT luminescence, HTS. z-score (the deposit names both 25 µM and 10 µM). AID 1347419, 2020. Protein-tyrosine kinase 2-beta (Homo sapiens), Q14289. active compounds read low. actives 0.83% (n = 99,000);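 active = Z-score of -3 or lower, scaled per plate to the spread of control and sample wells; inactive = z-score above -3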;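 note: negative z-score means lost luminescence so less FERM oligomerization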
# Target sequence (Q14289 whole entry, looked up): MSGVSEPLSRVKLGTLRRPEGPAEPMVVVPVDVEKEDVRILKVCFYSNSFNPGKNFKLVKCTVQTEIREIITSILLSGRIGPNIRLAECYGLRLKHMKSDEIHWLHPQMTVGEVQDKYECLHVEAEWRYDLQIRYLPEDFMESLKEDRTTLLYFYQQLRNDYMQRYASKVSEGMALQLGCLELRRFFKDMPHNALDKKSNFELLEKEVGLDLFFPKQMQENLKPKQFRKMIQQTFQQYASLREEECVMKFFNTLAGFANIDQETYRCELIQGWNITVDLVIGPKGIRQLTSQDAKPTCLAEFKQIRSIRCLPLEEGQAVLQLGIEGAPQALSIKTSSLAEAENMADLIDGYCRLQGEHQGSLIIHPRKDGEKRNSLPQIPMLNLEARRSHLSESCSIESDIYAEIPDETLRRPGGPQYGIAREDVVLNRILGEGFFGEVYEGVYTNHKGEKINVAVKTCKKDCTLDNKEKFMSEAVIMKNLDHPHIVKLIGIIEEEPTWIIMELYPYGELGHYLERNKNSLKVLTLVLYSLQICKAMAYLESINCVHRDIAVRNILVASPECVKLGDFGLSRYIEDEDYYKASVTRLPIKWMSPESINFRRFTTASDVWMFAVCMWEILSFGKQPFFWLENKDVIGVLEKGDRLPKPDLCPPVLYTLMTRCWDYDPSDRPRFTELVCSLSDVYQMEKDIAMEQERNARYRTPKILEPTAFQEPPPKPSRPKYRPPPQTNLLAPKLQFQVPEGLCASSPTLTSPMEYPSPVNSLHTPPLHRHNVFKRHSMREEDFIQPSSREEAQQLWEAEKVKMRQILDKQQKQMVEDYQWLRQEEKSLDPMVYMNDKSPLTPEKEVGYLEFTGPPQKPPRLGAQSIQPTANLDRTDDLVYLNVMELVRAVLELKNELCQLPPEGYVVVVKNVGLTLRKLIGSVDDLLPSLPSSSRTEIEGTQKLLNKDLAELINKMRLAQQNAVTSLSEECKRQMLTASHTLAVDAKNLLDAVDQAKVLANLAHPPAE
# CYP2C9 inh: blockers of cytochrome P450 2C9 activity – biochemical, luminescence, ADME assay, primary screen. P11712. CYP2C9 Supersomes, luciferin-H conversion. inhibition, % at 5 µM. actives 20% (n = 96,000). AID 777, 2007;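 active = blocking of liver enzyme CYP2C9 beyond about 50% at 5 µM, limit read from the data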; note: values of inactives mirror those of a sister screen read the other way
# CYP2C19 act: human CYP2C19 activators, primary screen, biochemical, luminescence; AID 1025, 2008; Cytochrome P450 2C19 (Homo sapiens), P33261; activation factor at 5 µM; recombinant CYP2C19, luciferin-H EGE luminescence; active compounds read high; 0 = fully inhibited enzyme, 1 = untreated enzyme; 96,000 tested, under 10 active;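 active = activation factor of at least 2 at 5 µM in the primary screen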;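 note: 0 = wells with 2.5 mM tranylcypromine and 1 = vehicle-only wells; values of inactives mirror those of a sister screen read the other way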
# EphB4 ephrin blk: EphB4-ephrin-B2 interaction antagonists, primary screen, biochemical, TNYL-RAW peptide probe, fluorescence polarization; Ephrin type-B receptor 4 (Homo sapiens), P54760; EphB4 LBD / TNYL-RAW-Alexa532 peptide; inhibition, % at 7 µM; actives 0.15% (n = 97,000);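 active = inhibition above the screen-wide mean inhibition plus 3 SD, cut at about 15% in these data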;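 note: 0% = DMSO wells and 100% = excess unlabeled TNYL-RAW peptide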
# CYP2C9 activ: human CYP2C9 activators, primary screen, biochemical, luminescence | recombinant CYP2C9, luciferin-H conversion; active compounds read high; factor 1 = untreated enzyme, 0 = blocked | activation factor at 5 µM | actives 1.4% (n = 96,000) | Cytochrome P450 2C9 (Homo sapiens), P11712;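 active = activation factor of 2 or more for CYP2C9 at a 5 µM dose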;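 note: 0 = sulfaphenazole-blocked wells and 1 = vehicle-only wells; values of inactives mirror those of a sister screen read the other way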
# * marks the source's active call; other numbers are inactive results; . = no result given.
SMILES,E coli WT exp,PLAP activator,PostGolgi yeast,CYP2C19 inh,Pyk2 oligo antag,CYP2C9 inh,CYP2C19 act,EphB4 ephrin blk,CYP2C9 activ
O=C(CC(O)(c1ccccc1)C(F)(F)C(F)F)c1cccs1 (stereo not drawn),10,1.2,-2,34,-1.6,17,0.7,-3,0.8
Cc1sc2nc(C)n(/N=C/c3ccccc3)c(=O)c2c1C,1,0.8,14,77*,0.24,-3,0.2,9,1
Cc1cccc(N(CC(=O)NCc2ccccc2)C(=O)Cn2nnc(-c3ccc(C)o3)n2)c1,-14,0.9,1,28,-1.1,40,0.7,8,0.6
CN1C(=O)NC(c2ccccc2)C2=C1CN(CCc1ccccc1)C2=O (stereo not drawn),4,0.9,14,3,-0.56,8,1,5,0.9
CC(C)COC(=O)C(C#N)c1nc2ccccc2nc1N1CCN(Cc2ccccc2)CC1 (stereo not drawn),-16,1.3,1,7,-1.3,23,0.9,2,0.8
O=C(NCC1CCCO1)C1CCCCN1S(=O)(=O)c1ccc(F)cc1 (stereo not drawn),4,1.1,8,2,0.84,-6,1,.,1.1
CC(C)(C)C(=O)/C=c1\[nH]c(=O)/c(=C\c2ccc(C#N)cc2)s1,-4,1.1,-2,6,-1.4,35,0.9,0,0.6
COc1cc(OC)cc(C(=O)NCc2n[nH]c(=S)n2-c2ccccc2OC)c1,-6,.,-2,.,0.32,.,.,-4,.
O=S(=O)(Nc1ccccc1N1CCCCC1)c1ccc(Cl)s1,0,1.5,10,57*,0.36,12,0.4,-4,0.9
CCc1c(C(=O)NCc2ccc3c(c2)OCO3)[nH]c(C)c1C(C)=O,3,0.8,3,41,0.44,80*,0.6,7,0.2
COc1ccc(OC)c(NC(=O)CN(c2ccc(C)cc2)S(=O)(=O)c2c(C)noc2C)c1,-13,0.9,-10,20,-1.6,19,0.8,0,0.8
CCC(=O)N1CCc2cc(S(=O)(=O)NC(Cc3ccccc3)C(=O)NC3CCCCC3C)ccc21 (stereo not drawn),-3,2.3*,20,40,0.2,50,0.6,0,0.5
O=C(N1CCOCC1)N1CCN(c2ccccc2)CC1,0,1,10,33,-0.62,10,0.7,1,0.9
CCOC(=O)c1nnn(CC(=O)Nc2cccc(F)c2)c1C(=O)OCC,3,0.9,-4,96*,-0.47,60*,0,0,0.4
O=c1oc2c(CN3CCCCC3)c(O)ccc2c2c1CCCC2,-3,1.8,-4,11,0.72,20,0.9,0,0.8
CC1CCc2c(nc3ncnn3c2N2CC(C)OC(C)C2)C1 (stereo not drawn),4,1.1,1,-14,0.03,-10,1.1,-1,1.1
O=C(COc1ccc2ccccc2c1Br)Nn1cnnc1,-11,0.9,-2,98*,0.81,85*,0,0,0.2
c1ccc(CC2CCN(c3nc4ccccc4n4cnnc34)CC2)cc1,2,1.8,14,-8,0.07,20,1.1,3,0.8
CCOC(=O)C1CCN(C(=O)Nc2ccc(Cl)cc2)CC1,-4,1,5,63*,0.4,53*,0.4,-2,0.5
O=C(c1ccc(Br)s1)N1CCN(c2ncccn2)CC1,1,0.8,8,98*,0.55,80*,0,2,0.2
Cn1c(Cn2nnc3ccccc32)nnc1SCC(=O)N1c2ccccc2CCc2ccccc21,-3,1.6,14,40,0.39,64*,0.6,-7,0.4
O=C(Nc1ccccc1)N(O)c1ccc(Cl)cc1,48,1,-2,80*,-0.85,61*,0.2,-10,0.4
COc1ccc(Cc2nnc(NS(C)(=O)=O)s2)cc1,4,1.2,3,0,0.28,35,1,3,0.7
Cc1cc(C)c(C#N)c(SCC(=O)OC2CCCCC2)n1,-9,1,-3,66*,-0.6,60*,0.3,.,0.4
COc1cccc(N(C(=O)CNC(=O)c2ccco2)C(C(=O)NC2CCCC2)c2ccncc2)c1 (stereo not drawn),0,1.4,-2,57*,0.14,20,0.4,7,0.8
O=C(COc1ccccc1)Nc1nc2ccccc2[nH]1,5,1.6,-5,34,0.91,26,0.7,-3,0.7
Cc1nc2cc(N3CCCCC3)c(NC(=O)c3ccncc3)cc2c(=O)n1Cc1ccccc1,-6,1.6,-11,36,0.12,81*,0.6,6,0.2
[O-]C1=N/[N+](=C/c2ccc(Cl)cc2)CC1,4,1.5,-6,-4,-0.8,4,1,-1,1
COCCCn1c(SCC(=O)NC2CCCC2)nnc1-c1ccco1,-3,1.3,11,-13,2.8,-28,1.1,11,1.3
Cc1ccc(C2CC(C(F)(F)F)n3nc(C(=O)NCc4ccco4)cc3N2)cc1 (stereo not drawn),1,1.3,-2,36,0.96,5,0.6,-2,0.9
CC(=O)c1ccc(N2CCN(C(=O)c3cc4c(-c5ccccc5F)nn(C)c4s3)CC2)cc1,-1,1.6,4,27,.,32,0.7,-2,0.7
CCc1cc2c(=O)c(Oc3ccccc3)c(C)oc2cc1O,-14,0.9,-4,5,-1.9,-88,0.9,-7,1.9
O=C(O)CCCCCNc1nc2ncn(Cc3ccccc3)c2c(=O)[nH]1,2,1,-3,5,0.17,-6,1,-11,1.1
Cn1c(=O)c2c(nc(N3CCCCC3)n2CCNC2=NCCC2)n(C)c1=O,6,0.8,0,4,2,-6,1,3,1.1
CCCS(=O)(=O)N1CCCC(C(=O)NCCCN2CCCC2=O)C1 (stereo not drawn),1,1.1,3,2,-0.06,9,1,4,0.9
O=C(NC1CCCC1)c1c[nH]c2ccc(F)cc2c1=O,7,0.9,6,39,0.68,50,0.6,3,0.5
CSc1ccc(S(=O)(=O)Nc2c(C)cccc2C)cc1,1,1.1,3,40,-0.5,16,0.6,3,0.8
Cc1ccc(-n2c(N)c(C(=O)NCc3cccnc3)sc2=S)cc1,0,1,-2,17,2.5,19,0.8,-3,0.8
C/C(Cl)=C\Cn1c(=O)c2c(nc3n2CCS3)n(C)c1=O,0,0.9,10,5,2,8,1,2,0.9
CC(C)C[C@H](NC(=O)OC(C)(C)C)C(=O)N1CCC(C(=O)O)CC1,5,0.9,-5,10,0.2,-10,0.9,3,1.1
C=CCn1c(SCC(=O)N2CCOCC2)nc(O)c(Cc2ccccc2)c1=O,-8,1.2,-5,11,0.42,8,0.9,-1,0.9
O=C1NCCCC1C(=O)N/N=C/c1ccccc1 (stereo not drawn),3,1,-1,-6,1.9,-13,1.1,0,1.1
CCOC(=O)C1=C(C)NC(=O)NC1c1cccnc1 (stereo not drawn),-5,0.9,-2,3,0.15,-6,1,7,1.1
COc1cc(C(=O)Nc2nccs2)c(Br)c(OC)c1OC,-1,1.1,-2,2,-0.86,1,1,3,1
Cc1nc(SCC(=O)Nc2c(C)nn(C)c2C)c2cnn(-c3ccccc3)c2n1,1,1,4,1,0.68,40,1,0,0.6

# PLAP activator: entries above that show a hit.
smiles,PLAP activator,PostGolgi yeast,CYP2C19 inh,Pyk2 oligo antag,CYP2C9 inh,CYP2C19 act,EphB4 ephrin blk,CYP2C9 activ
CCC(=O)N1CCc2cc(S(=O)(=O)NC(Cc3ccccc3)C(=O)NC3CCCCC3C)ccc21 (stereo not drawn),2.3*,20,40,0.2,50,0.6,0,0.5

# Next part:
SMILES,E coli WT exp,PLAP activator,PostGolgi yeast,CYP2C19 inh,Pyk2 oligo antag,CYP2C9 inh,CYP2C19 act,EphB4 ephrin blk,CYP2C9 activ
CCOc1ccc(C(=O)Nc2ccccc2N2CCCC2)cc1,-1,1,9,10,0.25,-9,0.9,5,1.1
O=C(Cn1cnc2c(oc3ccccc32)c1=O)NCc1ccco1,4,1,-6,-9,0.93,20,1.1,-8,0.8
CNC(=O)c1cccn1-c1ccsc1C(=O)OC,-2,1,-3,1,-2.4,-12,1,-2,1.1
COC(=O)N/C(C)=C1/NC(=O)c2ccccc2C(c2ccccc2)N1 (stereo not drawn),1,0.9,8,47,-0.66,10,0.5,.,0.9
CC1(C(=O)CSc2nc3ccccc3[nH]2)CCC(=O)O1 (stereo not drawn),0,.,1,.,0.88,.,.,2,.
O=C(O)c1cccc(N2C(=O)CSC2c2c(F)cccc2Cl)c1 (stereo not drawn),-8,.,8,.,-0.55,.,.,1,.
O=C(O)/C=C/C(=O)Nc1ccc(F)cc1F,-10,1.1,2,5,0.32,4,0.9,-6,1
N#C/C(C(=O)NCc1ccco1)=C1/SC(Cc2ccc(F)cc2)C(=O)N1c1ccccc1 (stereo not drawn),-7,1.1,4,-8,0.27,-20,1.1,.,1.2
C=CCc1ccccc1OCC(=O)OCCNC(=O)c1cccnc1,-13,1,-2,10,-0.25,18,0.9,-4,0.8
CC(=O)Nc1ccc(C(=O)NC(CC(=O)O)c2ccc(Cl)cc2)cc1 (stereo not drawn),-9,1.4,21,-7,1,2,1.1,2,1
COc1ccccc1NC(C)=O,4,0.9,-6,8,0.16,7,0.9,.,0.9
CSCSC1=C(C#N)C(c2ccccc2Cl)C(C(C)=O)=C(C)N1 (stereo not drawn),-11,0.7,4,85*,-0.32,82*,0.2,-2,0.2
CN1CCN(C(=O)c2c(O)c3cccc4c3n(c2=O)CC4)CC1,-3,1,2,-3,1.8,12,1,.,0.9
CCCn1c(C)cc(=O)c2cc(NC(=O)c3ccccn3)ccc21,-3,1,1,-5,-1.1,-10,1,-2,1.1
O=S(=O)(c1cc(Cl)cc(Cl)c1)N1CCCC1c1nc2ccccc2s1 (stereo not drawn),-1,.,-4,.,1.8,.,.,-6,.

# Look-ups from the list:
# CYP2C9 activ, CN1CCN(C(=O)c2c(O)c3cccc4c3n(c2=O)CC4)CC1 reads 0.9
# CYP2C9 activ, O=C(O)/C=C/C(=O)Nc1ccc(F)cc1F reads 1

# Further records follow.
SMILES,E coli WT exp,PLAP activator,PostGolgi yeast,CYP2C19 inh,Pyk2 oligo antag,CYP2C9 inh,CYP2C19 act,EphB4 ephrin blk,CYP2C9 activ
O=C(Cn1nc(C(F)(F)F)c2c1CCC2)N1CCN(c2ccccc2)CC1,5,1.5,1,89*,0.36,-126,0.1,12,2.3*
CC(C)N1C(=O)CCC1C(=O)NCCc1ccccc1 (stereo not drawn),-2,1,0,7,2.6,18,0.9,10,0.8
O=C(NCCCCc1ccccc1)C1CC(c2ccccc2[N+](=O)[O-])=NO1 (stereo not drawn),4,1.2,5,51*,.,37,0.5,-4,0.6
Cc1cc(C(=O)NC(C)c2ccncc2)no1 (stereo not drawn),5,1.2,4,29,0.21,44,0.7,.,0.6
Cc1ccc(-c2nc3ccccc3s2)cc1S(=O)(=O)N1CCOCC1,-2,1.1,-7,19,-2.5,13,0.8,0,0.9
COc1ccc(C2C(C#N)=C(N)Oc3cc(C)n(CCN4CCOCC4)c(=O)c32)cc1OC (stereo not drawn),2,1,-4,10,1.2,14,0.9,.,0.9
COC(=O)c1sc2ccccc2c1-n1cccc1C(=O)C(=O)Nc1ccccc1,-14,1.1,-12,24,-0.47,100*,0.8,10,0
NC(=O)COc1ccc(/C=N/NC(=O)C2CCCN2S(=O)(=O)c2ccc(Cl)cc2)cc1 (stereo not drawn),6,1.8,1,19,0.13,67*,0.8,1,0.3
O=C(COC(=O)c1cccc(S(=O)(=O)NCc2ccccc2)c1)Nc1ccccc1OC(F)F,-3,0.8,25,60*,-0.26,21,0.4,-5,0.8
COc1cc(OC)c(S(=O)(=O)N2CCCCC2)cc1S(=O)(=O)N1CCCCC1,0,1.5,-4,64*,0.17,43,0.4,1,0.6
O=C(CCNS(=O)(=O)c1ccc(Br)s1)Nc1ccc(Cl)cc1,-1,1.1,-4,42,-1.3,-100,0.6,1,2*
